Source: PubChem BioAssay (several laboratories)
SUMO1 PPI mod – modulators of SUMO1 protein-protein interactions, primary screen, biochemical, uHTS; AID 602429, 2012; inhibition, % at 20 µM; SUMO1 binding to a labelled peptide, TR-FRET, 1 h; 360,000 tested, 0.33% active; in the data active = inhibition above about 37%
Target sequence (P63165 whole entry, looked up): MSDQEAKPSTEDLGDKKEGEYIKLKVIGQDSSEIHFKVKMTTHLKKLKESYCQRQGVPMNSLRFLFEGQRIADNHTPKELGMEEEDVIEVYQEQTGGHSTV
STEP block – STEP phosphatase inhibitors, primary screen, biochemical, fluorescence intensity, uHTS. Tyrosine-protein phosphatase non-receptor type 5 (Homo sapiens), P54829. recombinant STEP, OMFP fluorogenic substrate. inhibition, % at 20 µM. 360,000 tested, 0.25% active. AID 588621, 2011;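 active = inhibition at 20 µM, scaled per plate between control wells, above about 37%, limit read from the data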;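 note: 0% = DMSO with enzyme and substrate and 100% = substrate only without enzyme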
Target sequence (P54829 whole entry, looked up): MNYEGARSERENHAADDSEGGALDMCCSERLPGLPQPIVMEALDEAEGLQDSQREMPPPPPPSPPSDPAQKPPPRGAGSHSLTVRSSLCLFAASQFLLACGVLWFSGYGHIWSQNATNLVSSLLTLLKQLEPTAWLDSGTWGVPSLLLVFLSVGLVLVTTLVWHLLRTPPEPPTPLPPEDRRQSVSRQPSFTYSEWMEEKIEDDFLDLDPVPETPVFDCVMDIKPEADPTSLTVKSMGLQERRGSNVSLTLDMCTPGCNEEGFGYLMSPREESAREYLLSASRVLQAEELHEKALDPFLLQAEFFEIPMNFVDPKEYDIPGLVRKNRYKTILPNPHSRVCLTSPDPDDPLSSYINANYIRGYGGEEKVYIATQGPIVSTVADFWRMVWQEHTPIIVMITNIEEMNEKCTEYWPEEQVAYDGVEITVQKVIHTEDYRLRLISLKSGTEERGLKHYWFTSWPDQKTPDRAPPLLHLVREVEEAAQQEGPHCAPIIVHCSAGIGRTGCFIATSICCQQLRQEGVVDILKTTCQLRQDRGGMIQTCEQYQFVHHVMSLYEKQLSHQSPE
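Also added – OMFP at 25 µM · Test system – STEP tyrosine phosphatase · Technique – FITC-channel fluorescence of OMFP product · Schedule – 20 min at room temperature, dark · Evaluation – control-normalized % inhibition with plate pattern correction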
MsrA inh – bovine MsrA enzyme inhibitors, primary screen, biochemical, absorbance, HTS. purified bovine MsrA, absorbance read-out. inhibition, % at 15.5 µM. 360,000 tested, 0.75% active; in the data active = inhibition above about 4.5%;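 note: 0% = vehicle wells with enzyme and 100% = reference inhibitor wells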
TbMetRS inhib – T. brucei MetRS inhibitors, primary screen, biochemical, luminescence | purified T. brucei MetRS, ATP depletion, Kinase-Glo luminescence | methionyl-tRNA synthetase (Trypanosoma brucei brucei) | AID 624268, 2012 | 360,000 tested, 0.4% active | inhibition, % at 11.9 µM;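 active = inhibition above a per-plate cutoff of the control wells' mean inhibition plus 3 SD, cut at about 5.5% in these data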;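 note: 0% = DMSO wells median and 100% = median of wells with control inhibitor compound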
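technique = Kinase-Glo luminescence, ATP depletion format | system = purified MetRS (methionyl-tRNA synthetase) enzyme from Trypanosoma brucei | timing = 15 min preincubation, 2 h reaction, all 25 °C | evaluation = percent inhibition versus plate control medians | dosing = single dose, 11.9 µM final nominal, 0.9% final DMSO | also added = substrates ATP, L-methionine and bulk Escherichia coli tRNA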
bovine MsrA act – bovine MsrA enzyme activators, primary screen, biochemical, absorbance, HTS. purified bovine MsrA, absorbance read-out. activation, % at 10.6 µM. 360,000 tested, 0.3% active. AID 602163, 2012; in the data active = activation above about 7.5%;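 note: 0% = vehicle and 100% = reference activator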
DNMT1 inh – human DNMT1 methyltransferase inhibitors, primary screen, biochemical, molecular beacon, fluorescence, HinP1I cleavage, uHTS; DNA (cytosine-5)-methyltransferase 1 (Homo sapiens), P26358; inhibition (reported as % activation of signal), % at 10 µM; 360,000 tested, 0.83% active; AID 588458, 2011; in the data active = inhibition above about 50%
eLon inh – inhibitors of E. coli Lon protease, primary screen, biochemical, fluorescence polarization. P0A9M0. purified E. coli Lon protease. inhibition, % at 7.94 µM. 360,000 tested, 0.42% active. AID 602123, 2011; in the data active = inhibition above about 13%, passing the limit was not always enough;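 note: 0% = enzyme with probe and DMSO and 100% = no enzyme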
Scp-1 inhibitor – Scp-1 phosphatase inhibitors, primary screen, biochemical, colorimetric, uHTS | AID 493091, 2011 | Recombinant Scp1, phosphopeptide, malachite green phosphate absorbance | Carboxy-terminal domain RNA polymerase II polypeptide A small phosphatase 1 (Homo … | 340,000 tested, 0.88% active | inhibition, % at 20 µM;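 active = inhibition above about 50% at 20 µM, limit read from the data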;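 note: plate controls were DMSO wells with enzyme for no effect and wells lacking enzyme for full effect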
Target sequence (Q9GZU7 76-261 limits assumed): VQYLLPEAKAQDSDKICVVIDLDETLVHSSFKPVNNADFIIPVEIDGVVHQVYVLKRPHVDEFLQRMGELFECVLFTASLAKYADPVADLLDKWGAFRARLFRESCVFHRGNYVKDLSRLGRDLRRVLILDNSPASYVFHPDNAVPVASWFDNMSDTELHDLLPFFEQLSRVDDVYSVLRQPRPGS
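System: SCP-1 catalytic domain; Reagent: Phospho 17-mer peptide substrate; Doses: one concentration, 20 µM, with 1.0% DMSO; Incubation: 45 min room-temperature reaction, 5 min colour, 30 min stabiliser; Signal: Phosphate-binding colour reagent, absorbance read at 630 nm.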
LMPTP block – LMPTP phosphatase inhibitors, primary screen, biochemical, fluorescence intensity, uHTS | recombinant LMPTP-A, OMFP fluorogenic substrate | inhibition, % at 20 µM | 360,000 tested, 0.22% active | AID 651560, 2012;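 active = compounds that cut the enzyme signal by at least half of the control window in the single-dose screen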;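 note: plate controls were DMSO wells with enzyme plus substrate for no effect and substrate without enzyme for full effect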
Target sequence (P24666 whole entry, looked up): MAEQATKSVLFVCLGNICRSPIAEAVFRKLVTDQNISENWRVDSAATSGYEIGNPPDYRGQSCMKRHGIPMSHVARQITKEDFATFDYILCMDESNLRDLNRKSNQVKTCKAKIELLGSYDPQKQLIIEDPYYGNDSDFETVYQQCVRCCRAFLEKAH
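test system = LMPTP-A | amount = 0.625 nM LMPTP-A final | reagent = fluorogenic phosphatase substrate OMFP at 400 µM final | incubation = 50 min at room temperature | benchmarks = no-enzyme low control, uninhibited high control | medium = Bis-Tris pH 6.0, DTT, detergent | signal = fluorescence intensity of OMFP turnover product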
CendR NRP1 mod – modulators of CendR peptide binding to NRP-1, primary screen, biochemical, fluorescence polarization, uHTS; Neuropilin-1 (Homo sapiens), O14786; FAM-RPARPAR peptide binding to NRP-1; inhibition, % at 25 µM; 360,000 tested, 0.85% active; AID 602438, 2012;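 active = inhibition or corrected inhibition above about 18%, plus a signal ratio from 0.5 to 1.5, limit read from the data, passing the limit was not always enough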; note: strong numbers were not always called active
An asterisk follows results filed as active; . = no result given.

SMILES | SUMO1 PPI mod | STEP block | MsrA inh | TbMetRS inhib | bovine MsrA act | DNMT1 inh | eLon inh | Scp-1 inhibitor | LMPTP block | CendR NRP1 mod
CCOc1ccc(S(=O)(=O)N2CCOCC2)c2ccccc12 | 3 | 2 | -1.0 | 0.2 | 6 | -4 | -2 | -5 | 0.6 | 9
O=C(Cn1cnc2c(nnn2-c2ccc(F)cc2)c1=O)N1CCCC1 | 2 | -6 | 0.6 | -0.2 | -6 | 2 | 3 | -4 | -0.7 | 0
COc1ccc(NC(=O)C2=CCN(S(=O)(=O)c3ccccc3)CC2)cc1OC | 2 | -1 | -0.5 | -0.4 | -2 | -4 | 9 | -6 | -1.4 | 2
COc1ccc(C2CC(c3ccccc3)n3nc(NC(=O)c4cccs4)nc3N2)cc1 (stereo not drawn) | -3 | 5 | -0.4 | -1.0 | -7 | 2 | 1 | 21 | 1.7 | 2
CC(Sc1nnc(N)s1)C(=O)NCc1ccc2c(c1)OCO2 (stereo not drawn) | -2 | -1 | -0.5 | -0.5 | -4 | 1 | 5 | -5 | -2.7 | 13
Cc1cccc(NC2=NCC(=O)N2Cc2cccs2)c1 | 0 | -1 | -0.8 | -0.7 | -10 | 2 | -4 | 5 | 0.0 | 7
Cc1ccn2c(=O)c(C(=O)O)cnc2c1 | -5 | 0 | 4.7* | -0.1 | -2 | 4 | 2 | -4 | -0.9 | 8
O=C(O)c1ccc(NCc2ccncc2)cc1 | -3 | 0 | -0.3 | 0.0 | -1 | -1 | 5 | -6 | -0.7 | -2
C#CCOc1c(Br)cc(/C=N/O)cc1OCC | 0 | -1 | 1.1 | 0.7 | -4 | -3 | 6 | -10 | 0.4 | 12
CN(c1ccccc1)S(=O)(=O)c1cccc(NC(=O)CN2C(=O)NC3(CCCC3)C2=O)c1 | 4 | -5 | -1.3 | -0.8 | -12 | 2 | 11 | 1 | -0.5 | 2

Part of the list above, as labelled records:
CN(c1ccccc1)S(=O)(=O)c1cccc(NC(=O)CN2C(=O)NC3(CCCC3)C2=O)c1
  SUMO1 PPI mod: 4; STEP block: -5; MsrA inh: -1.3; TbMetRS inhib: -0.8; bovine MsrA act: -12; DNMT1 inh: 2; eLon inh: 11; Scp-1 inhibitor: 1; LMPTP block: -0.5; CendR NRP1 mod: 2

COc1ccc(C2CC(c3ccccc3)n3nc(NC(=O)c4cccs4)nc3N2)cc1 (stereo not drawn)
  SUMO1 PPI mod: -3; STEP block: 5; MsrA inh: -0.4; TbMetRS inhib: -1.0; bovine MsrA act: -7; DNMT1 inh: 2; eLon inh: 1; Scp-1 inhibitor: 21; LMPTP block: 1.7; CendR NRP1 mod: 2

O=C(Cn1cnc2c(nnn2-c2ccc(F)cc2)c1=O)N1CCCC1
  SUMO1 PPI mod: 2; STEP block: -6; MsrA inh: 0.6; TbMetRS inhib: -0.2; bovine MsrA act: -6; DNMT1 inh: 2; eLon inh: 3; Scp-1 inhibitor: -4; LMPTP block: -0.7; CendR NRP1 mod: 0

C#CCOc1c(Br)cc(/C=N/O)cc1OCC
  SUMO1 PPI mod: 0; STEP block: -1; MsrA inh: 1.1; TbMetRS inhib: 0.7; bovine MsrA act: -4; DNMT1 inh: -3; eLon inh: 6; Scp-1 inhibitor: -10; LMPTP block: 0.4; CendR NRP1 mod: 12

The list continues:
SMILES | SUMO1 PPI mod | STEP block | MsrA inh | TbMetRS inhib | bovine MsrA act | DNMT1 inh | eLon inh | Scp-1 inhibitor | LMPTP block | CendR NRP1 mod
CCOC(=O)C1CCN(C(=O)Nc2ccc(NC(=O)C3CCN(C(=O)OCC)CC3)cc2)CC1 | -3 | -1 | 0.9 | -0.9 | -5 | -3 | -1 | -5 | 1.3 | 14
CC(/C=N/NC(=O)c1cccs1)=C\c1ccco1 | 8 | 2 | 3.5 | 0.6 | -3 | -7 | -7 | -3 | -0.9 | -22
O=[N+]([O-])c1ccc(/C=N/n2c(C3CCCCC3)n[nH]c2=S)cc1 | -22 | -2 | 0.1 | -0.7 | -3 | 4 | 4 | 3 | 0.4 | 6
CC(NC(=O)c1ccc(CS(=O)(=O)c2cccc(C(F)(F)F)c2)o1)c1ccc2c(c1)OCCO2 (stereo not drawn) | 1 | -1 | 1.1 | 0.3 | 1 | 1 | 3 | -3 | 0.0 | -3
CCCOC(=O)c1ccc(NC(=O)CSC2=Nc3ccccc3C3CC=NN23)cc1 (stereo not drawn) | -2 | 3 | 1.3 | 1.5 | -2 | -2 | -6 | -5 | 3.1 | -10
O=C(Nc1ccn(C2CC(OC(=O)c3ccccc3)C(CO)O2)c(=O)n1)c1ccccc1 (stereo not drawn) | 4 | -3 | 1.3 | -0.1 | 1 | 1 | -3 | 0 | -0.9 | 11
CC(C)(C)c1nc(SCC(=O)Nc2nc3c(s2)CCCC3)c2ccccc2n1 | 0 | 1 | -0.1 | -0.2 | -12 | -7 | -12 | 1 | 2.4 | 14
O=C(COC(=O)CNC(=O)c1ccccc1)Nc1nnc(-c2ccccc2)o1 | 5 | 0 | -0.7 | -0.5 | -1 | 0 | -16 | -1 | 0.7 | 4
N#CC1=C(N)N(c2ccccc2C#N)C2=C(C(=O)CCC2)C1c1ccsc1 (stereo not drawn) | -1 | 6 | 1.5 | 0.7 | -3 | -9 | 1 | -18 | 2.7 | -10
COC(=O)c1[nH]cnc1C(=O)c1ccccc1 | 0 | 3 | -0.9 | 0.2 | 2 | 2 | 1 | 3 | 1.7 | 16
CN(CCO)C1=CC(=O)CC(C)(C)C1 | -3 | 1 | 0.6 | -0.5 | -2 | 4 | -5 | -8 | -1.6 | -4
COc1ccc(C(=O)N/C(=C\c2cc(OC)c(OC)cc2[N+](=O)[O-])C(=O)NCC(=O)O)cc1 | -17 | -1 | 0.8 | 0.5 | -4 | 0 | -13 | -6 | 1.2 | -4
CCn1c(C)c(C(=O)c2ccccc2)c(C#N)c1C(=O)O | 16 | 0 | 0.5 | -0.6 | -2 | 9 | 1 | -13 | 2.3 | 5
Cc1ccc(-c2ccccc2NC(=O)CCl)o1 | -3 | 3 | 1.9 | -0.6 | -5 | -1 | -2 | -6 | -1.7 | -6
CC(C)(C)c1ccc(OCC(=O)NCCN2CCCC2)cc1 | 1 | -3 | 1.0 | -0.2 | -3 | -4 | -6 | 3 | -11 | -4
COc1ccc(C(=O)NCCc2ccc(C)cc2)cc1OC1CCN(C(C)=O)CC1 | 0 | 1 | 0.2 | -0.1 | -5 | 1 | -8 | -5 | -1.0 | -17
CCOC(=O)C(=O)NNc1cccc(C)c1C | 1 | -2 | 0.2 | -0.8 | -7 | -4 | 0 | 10 | -0.4 | 9
CC1=CC(=O)N(c2ccn(C)n2)C1=O | 2 | -2 | -1.3 | -0.4 | -1 | 1 | 1 | -11 | -1.8 | -6
COc1ccc(NC(=O)Nc2ccc3c(c2)C(=O)N([C@@H](C)CO)C[C@@H](C)[C@@H](CN(C)S(=O)(=O)c2cn(C)cn2)O3)cc1 | -2 | 3 | 0.1 | -1.6 | -8 | 2 | -2 | 18 | -1.3 | -1
CC1CCCC(NC(=O)C2N(CCCN3CCCC3)C(=O)C3C(C(=O)Nc4ccc(Cl)cc4)C4C=CC32O4)C1C (stereo not drawn) | -1 | 0 | 0.6 | 0.0 | -1 | 1 | -3 | -1 | -1.3 | 0
O=S(=O)(NCCN1CCOCC1)c1ccc(-c2ccc(S(=O)(=O)NCCN3CCOCC3)cc2)cc1 | 1 | 0 | 1.4 | -0.1 | -1 | -1 | 0 | -4 | -0.9 | 2
CCN(CC)CCNC(=O)c1cc(Br)c(N)cc1OC | 5 | 0 | 1.0 | -0.5 | 0 | 1 | -7 | -9 | -0.9 | 0
CC(NC(=O)CSc1nnc(-c2cccc(S(=O)(=O)N3CCCCC3)c2)o1)C12CC3CC(CC(C3)C1)C2 (stereo not drawn) | 1 | 3 | -0.6 | -0.2 | 2 | -6 | 0 | -18 | 4.1 | 4
CNc1oc(-c2ccccc2)nc1S(=O)(=O)c1ccc(C)cc1 | 1 | 4 | 0.8 | 0.0 | -4 | -2 | -2 | -8 | 0.2 | 3
O=S(=O)(c1cccs1)N1CCN(c2ncccn2)CC1 | 2 | 3 | 0.7 | 0.0 | 1 | 2 | 0 | -6 | -1.5 | -18
Cc1ccc(-n2c(C)cc(C(=O)CSc3nnnn3C)c2C)cc1 | 1 | 3 | 0.8 | 0.0 | -1 | -3 | 7 | 9 | 0.2 | 1
CCOc1ccc(S(=O)(=O)N(C)CC(=O)NCCN2CCOCC2)cc1 | 1 | -2 | 0.2 | -0.5 | 0 | 1 | 4 | 1 | -1.0 | 12
COc1ccc(NC(=O)CCCc2nc3ccccc3c(=O)[nH]2)cc1Cl | -6 | 0 | 0.5 | 0.7 | 0 | 2 | -3 | 22 | 1.2 | 2
O=c1c(-c2ccc3c(c2)OCCO3)coc2c(CN3CCOCC3)c(O)ccc12 | 3 | -1 | 3.0 | -0.1 | -2 | 1 | 2 | -3 | 2.7 | -10
CC(C)(C)SC(C(=O)N1CCOCC1)c1ccc(Br)cc1 (stereo not drawn) | 7 | -3 | -0.6 | 1.5 | -2 | 1 | -1 | -5 | -1.1 | 2
CC(C)C[C@H]1CN([C@@H](CC(C)C)CN2CCC[C@H]2CN2C(=O)C(=O)NC[C@@H]2Cc2ccc(O)cc2)C(=O)C(=O)N1CC1CCCCCC1 | 0 | . | 2.4 | -0.6 | 0 | . | -1 | . | -0.6 | -22
CN(C)CCCNS(=O)(=O)c1ccc(Cl)s1 | -2 | -1 | -0.3 | -0.2 | -1 | 0 | -10 | -5 | -7.0 | 7
O=C(CCNC(=O)c1ccc(Cl)cc1)Nc1ccccc1Cl | 1 | 2 | 3.0 | -0.2 | -3 | 0 | -11 | -10 | -1.3 | 4
Cc1ccccc1OCC(=O)NC(=S)Nc1ccc2c3c(cccc13)CC2 | 4 | -1 | -1.4 | -1.3 | -7 | 12 | -2 | 3 | -1.8 | -2
COc1ccc(/C=C/C(=O)c2ccccn2)cc1 | -8 | 0 | 2.4 | -0.9 | 0 | 3 | -20 | -6 | 1.9 | 0
CCCCC(=O)c1c(O)c2ccccc2oc1=O | -2 | 0 | -0.3 | -0.6 | 3 | 1 | -5 | -12 | -1.2 | 5
O=C(Nc1ccc(S(=O)(=O)Nc2ncccn2)cc1)C1CC(=O)N(c2ccccc2)C1 (stereo not drawn) | 6 | -2 | 0.1 | -0.4 | -4 | 1 | 2 | -4 | -1.2 | -9
Cc1ccn2c(=O)nc(SCC(=O)c3ccccc3)nc2c1 | 5 | 1 | 1.3 | -0.3 | -4 | 9 | -9 | 7 | 11 | -28
